Assay outcomes (PubChem)
TLR4-MyD88 BLA: inhibitors of TLR4-MyD88 association in cells, primary screen, cell-based, HeLa CL3-4, BLA complementation, FRET ratio | HeLa CL3-4 TLR4/MyD88 BLA complementation | inhibition, % at 8.4 µM | 200,000 tested, 0.18% active | AID 861, 2007; in the data active means inhibition above about 25%;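 further: 0% = vehicle and 100% = reference inhibitor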
PPARg SRC1 recr: PPARgamma agonists recruiting SRC-1 coactivator, primary screen, biochemical; Peroxisome proliferator-activated receptor gamma (Homo sapiens), P37231; PPARgamma-SRC-1 coactivator recruitment biochemical assay; activation, % at 8 µM; 200,000 tested, 0.41% active; in the data active means activation above about 19%;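 further: 0% = DMSO and 100% = reference agonist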
Target sequence (P37231 whole entry, looked up): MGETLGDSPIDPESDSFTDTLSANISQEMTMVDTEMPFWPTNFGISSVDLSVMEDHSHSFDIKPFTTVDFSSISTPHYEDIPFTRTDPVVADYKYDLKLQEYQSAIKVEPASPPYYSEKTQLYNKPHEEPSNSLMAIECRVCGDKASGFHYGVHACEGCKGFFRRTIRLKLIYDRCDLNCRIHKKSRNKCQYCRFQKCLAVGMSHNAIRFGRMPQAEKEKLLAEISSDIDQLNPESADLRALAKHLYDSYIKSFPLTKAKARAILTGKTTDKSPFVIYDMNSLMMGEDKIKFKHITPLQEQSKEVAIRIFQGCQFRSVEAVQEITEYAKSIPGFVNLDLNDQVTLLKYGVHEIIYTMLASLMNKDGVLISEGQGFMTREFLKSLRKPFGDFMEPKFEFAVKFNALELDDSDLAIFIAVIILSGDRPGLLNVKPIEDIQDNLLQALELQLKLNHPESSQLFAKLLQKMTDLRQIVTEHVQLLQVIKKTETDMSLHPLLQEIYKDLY
SRC2 TRFRET art: TR-FRET signal artefacts, primary screen, artefact control for PPARgamma SRC-2 agonist project, biochemical; TR-FRET ratio at 8 µM; TR-FRET artefact counter-screen; hits give high values; 200,000 tested, 0.4% active; AID 1049, 2008; in the data active means TR-FRET ratio above about 2000; further: inactives centre near 1500
ROMK primary: ROMK potassium channel modulators, primary screen, cell-based, thallium flux, MLSMR library. ATP-sensitive inward rectifier potassium channel 1 (Homo sapiens), P48048. 130,000 tested, 2% active. B-score at 10 µM. Tet-inducible ROMK, thallium flux fluorescence; actives lie on both sides. AID 1918, 2009;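 active means signal ratio slope over the read window, or its plate-corrected B-score, at least 3 SD from the plate mean, either direction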;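 further: B-score of the F/F0 ratio slope over 7 to 12 s after thallium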
Target sequence (P48048 whole entry, looked up): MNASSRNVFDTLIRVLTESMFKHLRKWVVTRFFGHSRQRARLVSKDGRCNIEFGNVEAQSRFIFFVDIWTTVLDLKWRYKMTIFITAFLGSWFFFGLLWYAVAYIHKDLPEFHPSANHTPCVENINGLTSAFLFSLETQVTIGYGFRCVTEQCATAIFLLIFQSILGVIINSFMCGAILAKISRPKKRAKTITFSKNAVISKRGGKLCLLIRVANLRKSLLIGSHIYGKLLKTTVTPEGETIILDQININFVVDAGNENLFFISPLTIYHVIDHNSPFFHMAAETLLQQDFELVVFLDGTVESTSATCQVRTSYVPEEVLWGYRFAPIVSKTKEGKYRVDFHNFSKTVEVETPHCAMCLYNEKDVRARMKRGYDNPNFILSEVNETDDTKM
S1P3 antag: S1P3 receptor antagonists, primary screen, cell-based. AID 485, 2006. CHO S1P3 NFAT-BLA reporter, FRET fluorescence, antagonist mode. Sphingosine 1-phosphate receptor 3 (Homo sapiens), Q99500. 170,000 tested, 0.27% active. inhibition, % at 4.98 µM;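 active means inhibition above the plate cutoff, the mean inhibition of test wells on that plate plus 3 SD, cut at about 28% in these data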;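 further: cells challenged with S1P at its EC80 of 0.8 µM; blue over green emission ratio from cleaved BLA substrate after 4 h stimulation; 0% = S1P-stimulated wells and 100% = unstimulated DMSO-only wells; some compounds past the cut are filed as inactive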
PPARg SRC3 recr: PPARgamma agonists recruiting SRC-3 coactivator, primary screen, biochemical; activation, % at 8 µM; biochemical PPARgamma/SRC-3 coactivator recruitment assay; 200,000 tested, 0.26% active; Peroxisome proliferator-activated receptor gamma (Homo sapiens), P37231; in the data active means activation above about 23%;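 further: 0% = DMSO and 100% = reference agonist; some compounds past the cut are filed as inactive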
STAT1 blocker: STAT1 signaling inhibitors, primary screen, cell-based, HTS, luciferase reporter | NIH 3T3 STAT1-luciferase reporter, IFN-gamma, luminescence | inhibition, % at 5.5 µM | 200,000 tested, 0.35% active | AID 920, 2007;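 active means inhibition above a set limit, the mean inhibition across all tested compounds plus 3 SD, cut at about 34% in these data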;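 further: 0% = IFN-gamma with DMSO and 100% = IFN-gamma with 300 µM nifuroxazide; values of inactives mirror those of a sister screen read the other way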
PPARg SRC2 recr: agonists of PPARg-SRC-2 recruitment, primary screen, biochemical, HTS. Peroxisome proliferator-activated receptor gamma (Homo sapiens), P37231. PPARgamma LBD-SRC-2 recruitment. activation, % at 8 µM. 200,000 tested, 0.34% active. AID 1032, 2008; in the data active means activation above about 22%;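 further: 0% = vehicle and 100% = reference agonist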
RAM network inh: inhibitors of the yeast RAM network, primary screen, dse1pr::URA3 reporter, 5-FOA selection; S. cerevisiae dse1pr::URA3 reporter, 5-FOA growth OD615, 2 d; analog-sensitive cbk1-as2 kinase mutant strain; inhibition, % at 50 µM; 190,000 tested, 1.8% active;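 active means inhibition above a set limit, 3 SD over mean compound inhibition, cut at about 8.4% in these data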;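 further: 0% = DMSO-only wells with no growth and 100% = 10 µM 1-NA-PP1 full growth; inhibition rescues growth on 5-FOA so higher OD means more RAM inhibition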
STAT3 act: IL-6 driven STAT3 reporter potentiators, primary screen, U3A cells, luciferase, luminescence, MLSCN library; activation (% of control), % at 5.6 µM; 190,000 tested, 0.91% active; IL-6 STAT3-luciferase reporter; 100% = signal with IL-6 EC80 alone;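 active means activation above the screen-wide mean of compound activation plus 3 SD, cut at about 130% in these data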;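 further: 0% = background luminescence of wells with medium and substrate only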
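Test system: human U3A cells carrying STAT3-luciferase construct; control set: IL-6-only wells as 100% reference; timing: compound pre-incubation 1 h before IL-6, then 6 h stimulation at 37 °C; also added: IL-6 stimulus at 33 ng/mL final; evaluation: % activation versus median of IL-6-stimulated wells; detection: reporter luminescence signal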
STAT3 blocker: IL-6 driven STAT3 reporter inhibitors, primary screen, U3A cells, luciferase, luminescence, MLSCN library. IL-6 STAT3-luciferase reporter; host cell line lacks STAT1. inhibition, % at 5.5 µM. 190,000 tested, 0.89% active. AID 862, 2007;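 active means inhibition above the mean inhibition across all screened compounds plus 3 SD, cut at about 44% in these data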;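 further: 0% = DMSO only wells and 100% = 100 µM nifuroxazide control wells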
Numbers without * were called inactive; . = not tested or not shown.

Every second line gives: TLR4-MyD88 BLA	PPARg SRC1 recr	SRC2 TRFRET art	ROMK primary	S1P3 antag	PPARg SRC3 recr	STAT1 blocker	PPARg SRC2 recr	RAM network inh	STAT3 act	STAT3 blocker
> COc1ccc(-c2nn(C)c(=O)c3ccccc23)cc1CNS(C)(=O)=O
 : -6	4	1403	-0.75	12	-2	3	-8	1.3	93	11
> CN(C)/C=N/c1sccc1C(N)=O
 : 11	1	1466	.	-10	6	-1	3	1.1	92	17
> CCO[C@@H]1OC(C(=O)N2CCN(Cc3ccc4c(c3)OCO4)CC2)=C[C@H](c2ccc(C(F)(F)F)cc2)[C@H]1CCCO
 : -13	5	1510	.	0	-3	0	10	0.8	.	.
> COc1cc(C2SCC(=O)N2CCc2ccc(OC)c(OC)c2)ccc1O (stereo unspecified)
 : -7	-2	1499	1.9	15	-8	2	-10	0.0	106	2
> O=C(c1ccccc1)c1ccc(OCCOCCN2CCN(Cc3ccccc3)CC2)cc1
 : 7	5	1576	-1.3	3	7	21	16	-1.2	81	26
> Cc1cccc(C(=O)O/N=C/c2c(N3CCOCC3)n(C)c3ccccc23)c1
 : 13	0	1690	.	.	6	6	7	2.9	95	11
> COCCN1CCc2c(C)nc3c(-c4ccc(OC)c(OC)c4)cnn3c21
 : -3	13	1611	-0.077	.	1	-21	6	1.3	98	3
> CCOC(=O)CCC(=O)Nc1ccc(S(=O)(=O)N2CCCCC2)cc1
 : -3	-1	1692	0.75	-1	-1	-6	4	1.5	97	8
> COc1ccc(NC(=O)CN(C)S(=O)(=O)c2cccc3nsnc23)cc1
 : -6	-1	1473	-0.24	-19	-2	-7	2	3.3	106	-2
> O=C(CSc1nc2ccccc2c(=O)n1-c1ccc(F)cc1F)Nc1ccc2c(c1)CCC2
 : -5	7	1447	.	-3	-3	-3	8	6.4	102	-2
> CCCCN(C(=O)CCC(=O)Nc1cc(C)on1)C(C(=O)NC(C)(C)C)c1cccc(OC)c1OC (stereo unspecified)
 : 2	10	1732	.	.	12	5	14	-0.4	101	2
> Cc1cc[n+](CC(=O)N2CCCc3ccccc32)cc1
 : 1	8	1640	0.32	-38	6	-4	4	2.7	99	10
> N#Cc1c(NC(=O)CSc2nnc(-c3ccccc3)o2)sc2c1CCCC2
 : -20	-2	1407	.	.	-1	-25	-1	2.3	99	8
> O=C(Nc1ccc(Cl)cc1)C1CCC(=O)N1Cc1ccccc1Cl (stereo unspecified)
 : 6	0	1408	.	.	-2	2	2	1.7	101	-2
> O=C(Cc1cccs1)NCCn1ccc2ccccc21
 : 9	1	1454	.	-6	-4	2	-11	2.9	103	-4
> O=C(NCc1cccs1)C1CCN(S(=O)(=O)c2cccc3nsnc23)CC1
 : -4	10	1723	.	-34	-6	0	6	0.1	101	4
> COCCn1c(SCC(=O)c2ccc3c(c2)OCCO3)nnc1-c1ccoc1C
 : -5	-8	1600	.	1	-3	-1	8	-0.6	100	5
> Cn1c(=O)c2c(ncn2CC(=O)Nc2ccc(Cl)cc2Cl)n(C)c1=O
 : -12	-4	1767	.	-3	12	9	4	1.7	97	9
> CC(/C=C/c1ccccc1)=N/NC(=O)c1cccc(Br)c1
 : -4	3	1498	-0.28	-15	0	-5	4	0.0	101	6
> O=C(Nc1ccc(-n2cnnn2)cc1)C1CCCN1C(=O)NC1CCCCC1 (stereo unspecified)
 : -23	1	1541	1.5	8	-4	4	4	2.3	95	8
> CCOC(=O)c1nc(C)[nH]c1C(=O)OCC
 : 6	4	1477	.	.	-9	5	-11	-0.3	105	0
> Cc1ccc(-c2cc(C(=O)NCc3cnn(C)c3C)c3cc(Br)ccc3n2)cc1
 : -5	14	2130*	.	.	22	5	19	-0.6	92	13
> COCCOC(=O)C1=C(C)NC2=C(C(=O)CC(C)(C)C2)C1c1ccc2c(c1)OCO2 (stereo unspecified)
 : -4	3	1683	-0.89	-78	9	11	5	1.2	101	3
> Cc1ccc2nc(Nc3ncc4c(n3)CC(C)(C)CC4=O)nc(C)c2c1
 : 3	15	1575	1	-12	4	5	9	0.0	94	9
> CCOC(=O)c1cc2c(=O)[nH]ccc2nc1C
 : 3	0	1491	.	-5	6	-7	-7	1.1	99	6
> CCOC(=O)CSc1nc2c(c(=O)n(C)c(=O)n2C)n1CCCc1ccccc1
 : 9	1	1653	1.3	-10	14	-1	6	2.3	103	3
> CC1(C)OC(=O)C(=C2CCCN2)C(=O)O1
 : -2	0	1489	-0.31	.	-3	-1	-3	3.0	103	-4
> COC(=O)c1cc(=O)n(Cc2ccccc2)c(=NCc2ccccc2)s1
 : -2	9	1616	-0.077	-45	-3	-1	-3	6.0	101	-1
> CCCCCNC(=O)Cc1ccc(OC)cc1
 : -2	1	1651	.	-12	0	-3	7	-0.2	107	-4
> COc1ccc(C(=O)Nc2ccc(S(=O)(=O)NC(C)=O)cc2)cc1
 : -8	5	1556	.	-6	6	-3	6	2.9	97	10

(next part)
Every second line gives: TLR4-MyD88 BLA	PPARg SRC1 recr	SRC2 TRFRET art	ROMK primary	S1P3 antag	PPARg SRC3 recr	STAT1 blocker	PPARg SRC2 recr	RAM network inh	STAT3 act	STAT3 blocker
> Cc1ccc(S(=O)(=O)N(C)C)cc1NC(=O)COC(=O)CCC(=O)c1ccc(F)cc1
 : -20	1	1405	.	-14	7	4	3	0.1	97	-1
> Cc1cccc(OCC(O)Cn2c(NCCCOC(C)C)nc3c2c(=O)[nH]c(=O)n3C)c1 (stereo unspecified)
 : 1	0	1561	.	-17	8	-8	-1	1.9	110	-8
> COc1cc(CN2CCN(c3cccc(Cl)c3)CC2)cc(OC)c1OC
 : 6	-3	1483	0.71	-10	-6	-6	-6	0.7	96	8
> Cc1nn2c3ccccc3n(CC(=O)c3cccs3)c2nc1=O
 : -9	0	1537	1.8	-8	4	-4	0	3.0	99	3
> CC(C)NC(=S)Nc1ccc(S(=O)(=O)Nc2ncccn2)cc1
 : -8	4	1542	-0.13	1	3	-13	5	2.1	97	7
> COc1cnn(-c2ccc(C)cc2)c(=O)c1SCc1ccccc1
 : 2	3	1514	-0.88	.	17	-29	0	0.9	109	-7
> CC(Sc1ncnc2sccc12)C(=O)Nc1ccc(C(N)=O)cc1 (stereo unspecified)
 : 1	10	1697	-0.14	-2	0	6	1	7.0	104	-2
> CCOc1ccccc1NC(=O)C(=O)NCCC1=CCCCC1
 : 0	5	1672	0.013	2	-2	1	4	2.9	90	16
> COc1ccc(OC2C(=O)N(Cc3ccc4c(c3)OCO4)C2c2sccc2C)cc1 (stereo unspecified)
 : 7	0	1431	.	.	4	10	2	7.8	102	2
> CC1CC(C)CN(CC(=O)N2CCCc3c2c(=O)oc2ccc(OCc4ccccc4)cc32)C1 (stereo unspecified)
 : -8	1	1586	-1.2	.	-3	1	9	-0.4	103	3
> Cc1ccc(-c2nnc(NCc3nc4ccccc4[nH]3)c3ccccc23)cc1S(=O)(=O)N(C)C
 : 2	0	1690	.	-10	-2	15	4	1.1	110	-8
> COC(=O)c1cnc2c(c1C(=O)OC)c(=O)n(C)c(=O)n2C
 : 2	7	1745	.	-5	3	4	6	1.6	102	-4
> O=c1c2ccccc2nnn1CSc1ccc2c(c1)OCCO2
 : 11	-8	1354	.	-11	-8	-52	-7	1.2	105	2
> c1ccc(Cn2cc(CN3CCCCO3)c(-c3ccc4c(c3)OCO4)n2)cc1
 : 0	4	1478	0.0025	-2	1	2	10	-0.2	108	-4
> Cc1nc(SCc2cccc(F)c2)[nH]c(=O)c1C#N
 : -9	3	1695	.	-24	11	3	1	1.9	101	2
> COc1ccc(Cl)cc1NC(=O)CN1c2ccccc2CC1C (stereo unspecified)
 : 5	-4	1613	-0.072	-20	2	13	2	1.7	107	-4
> Nc1nnc(SCc2cn3cc(Cl)ccc3n2)s1
 : -4	0	1462	0.55	-24	-4	-29	-4	0.8	107	-2
> O=C(O)[C@@H]1[C@@H]2C[C@@H]2CN1c1ncccc1[N+](=O)[O-]
 : 0	3	1660	0.24	8	0	-7	2	0.6	101	4
> OCC1(CCc2ccccc2)CCN(Cc2ccc(OC(F)F)cc2)CC1
 : -8	2	1585	-2	14	2	6	3	1.8	95	11
> O=c1[nH]c2ccccc2c(O)c1-c1ccccc1[N+](=O)[O-]
 : 2	4	1695	-1.4	5	0	-7	2	0.1	112	-12
> N#Cc1c(-c2ccccc2)cc(C2CC2)nc1SCC(=O)c1cccs1
 : -6	24*	2112*	.	.	12	3	7	4.1	78	28
> CC(SCc1ccccc1)C(=O)NCc1ccccn1 (stereo unspecified)
 : -7	8	1614	1.3	3	9	-4	11	-0.6	92	15
> COc1cccc(C=NCC(C)N=Cc2cccc(OC)c2O)c1O (stereo unspecified)
 : -11	18	1442	1.5	-14	0	1	3	1.7	90	15
> CCCc1nc(SCC(=O)Nc2ccccc2OC)c2c(=O)n(C)c(=O)n(C)c2n1
 : 5	6	1682	.	2	8	5	6	1.7	98	3
> C=C1C(=O)[C@@]23[C@H](O)C[C@@H]4C(C)(C)CC[C@H](O)[C@]4(C)[C@@H]2C[C@H](O)[C@@H]1[C@H]3O
 : -11	-3	1309	0.21	-16	2	17	7	-0.7	93	6
> CC(NC=C1C(=O)OC(C)(C)OC1=O)C(=O)O (stereo unspecified)
 : -4	-1	1381	1.3	-5	-3	0	-3	1.3	99	5
> O=C(CSc1nnc(-c2ccco2)n1Cc1ccccc1)NC(=O)NCc1ccco1
 : 8	3	1551	.	-39	15	-2	2	-0.3	100	7
> COc1cccc(-c2cc(C(=O)O)no2)c1
 : -12	0	1405	.	.	9	3	5	1.8	100	2
> COC(=O)C1C2C=CC3(CN(c4ccc(Cl)c(F)c4)C(=O)C13)O2 (stereo unspecified)
 : 6	-4	1695	.	-15	3	2	-1	1.3	105	-6
> COc1ccc([C@@H]2C[C@H]3CN(c4ccccc4)C(=O)[C@]34CCCN24)c(OC)c1OC
 : 7	10	1471	1.5	-2	-3	9	-1	0.8	109	-6
> Cc1snc(S(=O)(=O)Cc2c(Cl)cccc2Cl)c1C#N
 : -12	-4	1530	.	.	2	-1	1	0.4	93	13
> Cc1cc(N/N=C/c2cccc(Cl)c2)nc(NCc2ccccc2)n1
 : -1	5	1629	.	-2	1	2	2	-0.4	102	-8
> COCCNC(=S)Nc1ccccc1Cc1ccccc1
 : 5	-4	1471	1	3	-3	-5	1	0.6	104	0
